PLAP inhibitors HTS: inhibition of human placental alkaline phosphatase – biochemical, luminescence, HTS (AID 690); purified PLAP, luminescent substrate; higher % means a stronger effect; inhibition, % at 20 µM, or IC50 in µM where a hit was titrated; 0.08% of 96,000 active; in the data active = a potency from the dose series; inactive = the rest, 99 in 100 with inhibition below about 30%; also: strong numbers were not always called active
Bcl-B displacement: displacers of TR3 peptide from Bcl-B, primary screen, selectivity assay for Bfl-1 inhibitor project, biochemical, fluorescence polarization; FP displacement of FITC-TR3 peptide from Bcl-B; higher % means a stronger effect; one-dose displacement, % at 20 µM; IC50 in µM for titrated hits; 0.11% of 96,000 active; AID 748;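 active = displacement above 50% at 20 µM plus a fluorescence interference ratio under 1.5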;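 also: plate controls were wells without compound for no effect and wells lacking Bcl-B protein for full effect; a part of the inactive calls stands beside numbers as strong as those of hits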
NFkB transloc inh: blocks IL-1B driven NFkB nuclear translocation in HUVEC cells; HUVEC IL-1B NFkB p65 nuclear translocation imaging; inhibition, % at 2 µM; 0.43% of 94,000 active;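 active = inhibition above about 30% together with a positive call from visual inspection of the well image, limit read from the data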;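 also: nuclear over cytoplasmic p65 intensity ratio measured by imaging; 0% = IL-1B stimulated DMSO wells and 100% = unstimulated DMSO wells; values of inactives mirror those of a sister screen read the other way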
MRP resist rev: MRP-mediated drug resistance reversal; H69AR cells + 2 uM doxorubicin, CellTiter-Glo, 72 h; differential viability (reversal), % at 10 µM; 0.04% of 85,000 active; AID 602;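 active = viability drop by adding the cancer drug above about 55%, with treated viability meeting a 40% cutoff, limit read from the data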;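 also: viability without doxorubicin minus viability with 2 µM doxorubicin for each compound; larger differential means the compound sensitizes cells more to doxorubicin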
NFkB transloc pot: enhances IL-1B driven NFkB nuclear translocation. HUVEC IL-1B NFkB p65 nuclear translocation imaging. activation, % at 2 µM. AID 819. 0.3% of 94,000 active;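 active = activation above 40%, about the mean plus 3 SD, also judged a hit on visual image review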;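 also: percent activation is computed from the nuclear over cytoplasmic p65 intensity ratio; values of inactives mirror those of a sister screen read the other way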
MRP resist rev cytotoxicity: recorded beside MRP resist rev, whose call it bears; viability, %; H69AR cells, CellTiter-Glo, 72 h; measured here: cytotoxicity without doxorubicin
MRP resist rev with doxorubicin: also measured in MRP resist rev; calls as there; viability, %; measured here: viability with 2 uM doxorubicin; hits give low values
NFkB transloc inh cell count 2 µM: further read-out of NFkB transloc inh, marked with its call; cell count; measured here: cells passing quality filter;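 raw number of nuclei counted in each imaged well without normalization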
NFkB transloc pot cell count 2 µM: further read-out of NFkB transloc pot, marked with its call; cell count; measured here: cells passing quality filter
Active calls of the source: *; x = not tested or not shown. These rows are one share of the data. The share of hits here may be higher or lower than overall.

SMILES	PLAP inhibitors HTS	Bcl-B displacement	NFkB transloc inh	NFkB transloc inh cell count 2 µM	MRP resist rev	MRP resist rev cytotoxicity	MRP resist rev with doxorubicin	NFkB transloc pot	NFkB transloc pot cell count 2 µM
Cc1ccc(S(=O)(=O)n2cc(-c3ccccc3)c(N)n2)cc1	40.5%	-7.8%	-9.9	86	3.0	97.5	94.5	9.9	86
O=C(CCNC(=O)c1ccc(Br)o1)NCc1ccc(Cl)cc1	5.7%	-1.0%	-1.1	193	3.1	92.3	89.2	1.1	193
CCN1CCN(C(=S)Nc2ccc(Cl)cc2Cl)CC1	8.5%	-2.0%	-22.6	84	13.6	102.6	89.0	22.6	84
CCN(CC)CCn1c(NCc2cccc(OC)c2)nc2ccccc21	24.6%	6.7%	2.6	37	13.7	96.5	82.8	-2.6	37
Cc1nc(NC2=NCN(CCc3ccccc3)CN2)nc2ccccc12	-46.5%	0.0%	x	x	-31.1	65.0	96.1	x	x
COC(=O)c1c(C(=O)OC)c2n(c1C)Cc1ccccc1C2	11.6%	8.0%	-11.6	210	2.0	78.2	76.1	11.6	210
COc1ccccc1C1SCCN1S(=O)(=O)c1cccc(C(F)(F)F)c1 (configuration not stated)	-0.5%	-0.2%	1.6	105	7.5	73.8	66.3	-1.6	105
Cc1cc(Cl)ccc1NC(=S)NCc1ccc(Cl)cc1	-14.0%	15.7%	-2.2	59	x	x	x	2.2	59
C/C(=N\Nc1cc(Cl)nc(C)n1)c1ccc(Cl)c(Cl)c1	-3.1%	-0.9%	x	x	x	x	x	x	x
Cc1cccc(Cn2c(NCC(C)O)nc3c2c(=O)n(C)c(=O)n3C)c1 (configuration not stated)	3.7%	-10.0%	0.1	162	9.6	104.2	94.6	-0.1	162
Cc1cc(C)nc(N2CCCC(C(=O)NCc3cccc(C(F)(F)F)c3)C2)n1 (configuration not stated)	4.1%	-2.0%	0.9	129	12.2	86.2	74.0	-0.9	129
CCn1c(COc2c(C)cccc2C)nnc1SCC(=O)N1CCN(c2ccccc2)CC1	1.3%	-1.1%	11.9	203	x	x	x	-11.9	203
O=C(Oc1ccc(N2C(=O)CCC2=O)cc1)c1ccccc1	x	x	6.3	103	17.2	109.4	92.2	-6.3	103
Cc1cc(NC(=O)CCCN2C(=O)c3cccnc3C2=O)no1	-17.3%	7.8%	4.2	133	9.2	99.3	90.1	-4.2	133
CC(=O)c1ccc(OCC(O)CN2C(C)(C)CC(O)CC2(C)C)cc1 (configuration not stated)	-22.2%	-3.9%	-3.2	193	-4.6	84.7	89.2	3.2	193
CCCCC(=O)Nc1nc2c(OC)ccc(OC)c2s1	22.2%	1.6%	x	x	-4.5	87.7	92.2	x	x
C=C(Cl)COc1cc(C)cc2oc(=O)cc(CC)c12	6.0%	-6.1%	47.3*	153*	9.6	97.4	87.8	-47.3	153
O=C(NCc1ccncc1)C1CCN(S(=O)(=O)Cc2ccccc2)CC1	1.0%	-7.6%	-11.5	180	-7.5	99.8	107.3	11.5	180
C=CCn1c(SCC(=O)Nc2cc(C)on2)nc2sc(CC)cc2c1=O	30.8%	-13.4%	-7.0	159	x	x	x	7.0	159
CC(C)n1c(-c2cccs2)nc2ccccc21	x	x	-4.4	126	11.3	89.8	78.4	4.4	126
COc1cccc(-c2cc(C(=O)Nc3cc(C)on3)no2)c1	18.3%	-6.2%	4.2	190	3.9	93.5	89.6	-4.2	190
CCCc1n[nH]c2c1C(=O)C(C(=O)OC)C(C)(C)C2 (configuration not stated)	-92.8%	0.0%	x	x	1.5	80.3	78.8	x	x
COc1cccc(/C=C/C(=C2\C(=O)N(c3ccccc3)N=C2C)c2ccc(Br)cc2)c1OC	x	x	3.0	141	x	x	x	-3.0	141
CC(C)Oc1nnnn1-c1ccccc1	-4.8%	10.0%	-1.8	145	-0.7	97.2	97.9	1.8	145
COc1ccccc1CNC(=O)CCN1C(=O)COc2ccc(C)cc21	-11.9%	-9.7%	-13.0	182	-10.3	91.4	101.7	13.0	182
SMILES	PLAP inhibitors HTS	Bcl-B displacement	NFkB transloc inh	NFkB transloc inh cell count 2 µM	MRP resist rev	MRP resist rev cytotoxicity	MRP resist rev with doxorubicin	NFkB transloc pot	NFkB transloc pot cell count 2 µM
Cc1ccc(-c2noc(CCC(=O)NC3CCCc4ccccc43)n2)cc1 (configuration not stated)	3.5%	-12.0%	x	x	-17.0	19.7	36.7	x	x
C/C(N)=C(/C#N)C(=O)COC(=O)c1ccc(C)c(S(=O)(=O)N2CCCCC2)c1	-26.0%	1.2%	-42.3	195	x	x	x	42.3*	195*
COc1ccc(C(CC(=O)c2ccccc2)C2CCCCC2=O)cc1 (configuration not stated)	12.9%	2.3%	-16.4	192	-0.7	84.2	84.9	16.4	192
Cc1cccc(NC(=O)c2cc(NC(=O)c3ccco3)ccc2N2CCCCC2)c1	12.0%	3.8%	-0.2	142	-5.1	92.5	97.6	0.2	142
COCCN(CCOC)S(=O)(=O)c1ccc(C(=O)NCCCN2CCOCC2)cc1	-50.4%	-1.5%	x	x	3.2	99.2	96.0	x	x
Cc1cccc(C)c1NC(=O)CN(C)CC(=O)Nc1cc(Cl)ccc1C#N	-92.7%	-10.3%	-15.8	138	-1.5	66.1	67.6	15.8	138
Cn1c(=O)c2c(nc(CN3CCC(C(N)=O)CC3)n2Cc2c(Cl)cccc2Cl)n(C)c1=O	-69.9%	-4.2%	-7.7	144	11.5	63.3	51.8	7.7	144
O=[N+]([O-])c1ccc(N/N=C\c2cccn2-c2ccccc2)nc1	9.1%	-128.1%	x	x	x	x	x	x	x
CCn1cc(C2=NC(C(C)C)CO2)c2ccccc21 (configuration not stated)	-19.7%	2.0%	x	x	2.1	89.7	87.5	x	x
CCCC(C(=O)NCc1ccc(OC)cc1)N(Cc1ccco1)C(=O)c1snc(C(N)=O)c1N (configuration not stated)	-52.0%	-2.0%	-6.3	158	-2.0	93.0	94.9	6.3	158
CC(=O)NNC(=O)c1ccncc1	x	x	-36.5	133	-3.2	99.4	102.7	36.5	133
S=C1NC2=C(CCCC2)C2(CCCCC2)N1	x	x	-11.7	65	2.6	90.6	87.9	11.7	65
CCOC(=O)C1CCCC(NS(=O)(=O)c2ccc(NC(C)=O)cc2)C1 (configuration not stated)	9.5%	12.8%	4.1	49	9.4	108.1	98.7	-4.1	49
CN1/C(=C/C(=O)c2nc(S(C)(=O)=O)ncc2Cl)C(C)(C)c2ccccc21	-12.8%	3.0%	7.6	140	0.1	0.6	0.5	-7.6	140
CCc1cccc(C)c1NC(=O)CN1C(=O)c2ccccc2S1(=O)=O	-15.6%	12.5%	x	x	-9.6	101.1	110.7	x	x
O=C(NCCCN1CCOCC1)c1cc2c(s1)CCCC2	1.6%	-4.6%	-15.3	82	-29.3	70.2	99.5	15.3	82
c1ccc(N2CCN(c3ncnc4scc(-c5cccs5)c34)CC2)cc1	-25.0%	-7.6%	-20.6	155	-18.9	48.0	66.9	20.6	155
CCC(=O)OCc1c(C(F)(F)F)nn(C)c1Sc1ccc(F)cc1	-13.0%	-9.9%	-14.9	124	x	x	x	14.9	124
COc1ccc(-c2c(C#N)c(SCc3c(C)noc3C)nc3c2C(=O)CC(C)(C)C3)cc1	-12.1%	-3.5%	-2.1	158	x	x	x	2.1	158
COC(=O)/C(=C\Nc1cccc(Cl)c1C)c1ncc(C(F)(F)F)cc1Cl	5.5%	-3.2%	4.0	96	3.0	58.3	55.3	-4.0	96
COc1ccc2c(=O)c(-c3ccccc3C)c(C)oc2c1	0.0%	10.8%	2.8	144	-5.2	94.0	99.2	-2.8	144
COc1ccc2[nH]c(=O)c(CN(CCO)S(=O)(=O)c3ccc4c(c3)OCCO4)cc2c1	-7.2%	-2.6%	x	x	-13.7	76.3	90.0	x	x
Cc1ccc(N2C(=O)c3ccccc3C2Nc2ccc(S(=O)(=O)N3CCCCC3)cc2)nc1 (configuration not stated)	-47.2%	28.5%	-3.9	165	-1.1	80.1	81.1	3.9	165
Cn1c(CCN2CCN(c3ccc(F)cc3)CC2)nc2cc(NC(=O)c3ccco3)ccc21	0.0%	-7.5%	-1.2	126	1.3	43.9	42.6	1.2	126
Cc1c(Br)cc(C(=O)NCc2ccco2)c(C)c1C	7.9%	-2.4%	x	x	-20.5	68.4	88.9	x	x

Brought forward from above: 5 entries, then new ones.
SMILES	PLAP inhibitors HTS	Bcl-B displacement	NFkB transloc inh	NFkB transloc inh cell count 2 µM	MRP resist rev	MRP resist rev cytotoxicity	MRP resist rev with doxorubicin	NFkB transloc pot	NFkB transloc pot cell count 2 µM
COc1ccc2c(=O)c(-c3ccccc3C)c(C)oc2c1	0.0%	10.8%	2.8	144	-5.2	94.0	99.2	-2.8	144
COc1ccc2[nH]c(=O)c(CN(CCO)S(=O)(=O)c3ccc4c(c3)OCCO4)cc2c1	-7.2%	-2.6%	x	x	-13.7	76.3	90.0	x	x
Cc1ccc(N2C(=O)c3ccccc3C2Nc2ccc(S(=O)(=O)N3CCCCC3)cc2)nc1 (configuration not stated)	-47.2%	28.5%	-3.9	165	-1.1	80.1	81.1	3.9	165
Cn1c(CCN2CCN(c3ccc(F)cc3)CC2)nc2cc(NC(=O)c3ccco3)ccc21	0.0%	-7.5%	-1.2	126	1.3	43.9	42.6	1.2	126
Cc1c(Br)cc(C(=O)NCc2ccco2)c(C)c1C	7.9%	-2.4%	x	x	-20.5	68.4	88.9	x	x
CC(C)OC(=O)CSc1nnc(-c2ccc(C(C)(C)C)cc2)n1N	-4.3%	-5.7%	-15.3	136	3.5	88.4	84.8	15.3	136
O=C(COc1ccccc1Br)NCc1ccccn1	19.6%	0.5%	-5.5	192	16.7	101.9	85.2	5.5	192
CCCc1nc2oc3c(OCC)ncnc3c2c2c1COC(C)(C)C2	-6.0%	-1.6%	-21.6	91	10.6	91.2	80.6	21.6	91
CCOC(=O)N1CCN(C(c2cccnc2)c2ccc3cccnc3c2O)CC1 (configuration not stated)	-121.5%	-6.8%	3.5	149	-26.5	35.2	61.7	-3.5	149
O=C(CSc1nnnn1-c1ccc2c(c1)CCC2)NCc1cccs1	6.5%	-9.0%	0.6	116	3.6	85.1	81.5	-0.6	116
O=C(CSc1nc(-c2ccco2)cc(C(F)(F)F)n1)NCC1CCCO1 (configuration not stated)	-26.6%	-4.1%	8.1	170	13.7	103.9	90.1	-8.1	170
Nc1ncnc2c1ncn2CCOc1ccccc1	-16.0%	-5.4%	-22.4	149	10.0	80.5	70.5	22.4	149
C#CCOC(=O)c1ccccc1C(=O)n1nnc2ccccc21	-0.6%	-14.0%	-12.0	190	-24.9	38.2	63.2	12.0	190
O=c1c2ccccc2nc2c3ccccc3c3nncn3n12	13.2%	-6.9%	12.6	119	4.7	64.3	59.6	-12.6	119
CC1CCCCN1CCNC(=O)c1cc2c(=O)n(C)c3ccccc3c2n1C (configuration not stated)	-81.4%	73.0%	-26.2	169	7.8	85.5	77.7	26.2	169
Cc1ccc2c(c1)NC(=O)C(CC(=O)NCCCN1CCN(C3CCCCC3)CC1)O2 (configuration not stated)	-57.8%	6.1%	x	x	6.4	79.5	73.0	x	x
CCOc1ccc(-c2cc(CCCC(=O)Nc3cccc(OC)c3)no2)cc1	-0.6%	-1.2%	x	x	-37.1	22.8	59.9	x	x
O=C(Nc1cccc2ncccc12)c1ccc(-c2ccc(Br)cc2)o1	4.1%	0.7%	-3.8	138	x	x	x	-91.3	111
COc1cc(C2=NOC(C(=O)N3CCOCC3)C2)cc(OC)c1OC (configuration not stated)	-4.4%	4.6%	3.4	211	-6.3	87.3	93.7	-3.4	211
Cn1c2ccccc2c2c(C(=O)N3CCN(C(=O)c4ccco4)CC3)cn(C3CCCCC3)c(=O)c21	-48.1%	-1.1%	-11.6	163	-12.2	41.3	53.6	11.6	163
COc1ccc(CCNC(=O)Cn2c(-c3nonc3N)nc3ccccc32)cc1OC	-1.7%	-0.4%	-1.6	128	-9.6	61.5	71.1	1.6	128
Nc1c(C(=O)NCc2ccccc2)nnn1Cc1ccc(F)cc1	-7.7%	-1.4%	x	x	11.4	95.0	83.6	x	x
O=C(c1ccc(F)cc1)C1CCN(C(=O)c2ccncc2)CC1	6.2%	8.5%	-0.8	140	-8.7	93.8	102.5	0.8	140
Cc1cc(C)nc(NC2=NC3CCCCC3N2)n1 (configuration not stated)	2.6%	-2.9%	-23.1	165	-16.2	81.2	97.5	23.1	165

Source: PubChem
